GPR151 activ – activates the human receptor GPR151. Q8TDV0. PathHunter beta-arrestin GPR151 cells, luminescence. activation, % at 11.2 µM. 650,000 tested, 1% active. AID 1508602; in the data active means activation above about 4.9%;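 further: 0% = median of compound wells and 100% = cells with positive control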
Target sequence (Q8TDV0 whole entry, looked up): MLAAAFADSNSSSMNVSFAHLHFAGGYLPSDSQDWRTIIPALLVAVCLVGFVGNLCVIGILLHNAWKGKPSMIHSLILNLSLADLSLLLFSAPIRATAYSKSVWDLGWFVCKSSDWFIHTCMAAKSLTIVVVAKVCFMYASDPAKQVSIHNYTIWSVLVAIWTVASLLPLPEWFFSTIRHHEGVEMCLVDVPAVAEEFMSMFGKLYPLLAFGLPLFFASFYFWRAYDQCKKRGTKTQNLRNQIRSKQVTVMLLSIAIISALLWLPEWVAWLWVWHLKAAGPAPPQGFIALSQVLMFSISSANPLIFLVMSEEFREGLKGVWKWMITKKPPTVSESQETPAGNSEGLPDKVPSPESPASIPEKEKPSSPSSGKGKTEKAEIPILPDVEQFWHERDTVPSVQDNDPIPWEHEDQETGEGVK
FBW7 act – activators of human E3 ligase FBW7; normalized activity (activation), % at 26.1 µM; Q969H0; 650,000 tested, 0.13% active; AlphaScreen FBW7–phospho-cyclin E peptide binding, activator screen; in the data active means normalized activity above about 1.9%;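 further: purified mutant Fbw7 with reduced substrate affinity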
MITF inh – human MITF inhibition, primary screen | AlphaScreen MITF homodimerization, bead proximity signal | inhibition, % at 2.6 µM | 650,000 tested, 0.91% active | AID 1259374; in the data active means inhibition above about 50%;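 further: 0% = vehicle wells with protein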
Target sequence (O75030 whole entry, looked up): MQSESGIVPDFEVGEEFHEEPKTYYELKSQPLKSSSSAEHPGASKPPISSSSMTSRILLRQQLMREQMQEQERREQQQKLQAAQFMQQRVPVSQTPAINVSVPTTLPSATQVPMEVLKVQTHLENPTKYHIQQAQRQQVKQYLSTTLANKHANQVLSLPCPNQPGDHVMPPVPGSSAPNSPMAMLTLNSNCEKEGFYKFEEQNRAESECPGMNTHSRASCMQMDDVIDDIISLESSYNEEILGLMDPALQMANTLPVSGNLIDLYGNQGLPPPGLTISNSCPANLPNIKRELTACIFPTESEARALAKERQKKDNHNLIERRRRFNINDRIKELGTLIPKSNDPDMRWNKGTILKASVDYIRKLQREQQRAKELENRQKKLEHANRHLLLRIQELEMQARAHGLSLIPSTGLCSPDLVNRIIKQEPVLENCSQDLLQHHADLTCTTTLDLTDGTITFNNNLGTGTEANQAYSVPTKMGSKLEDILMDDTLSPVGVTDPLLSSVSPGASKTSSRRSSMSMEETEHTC
TEAD-YAP inh – TEAD-YAP interaction inhibition | AID 1259422 | inhibition, % at 9.12 µM | 640,000 tested, 1.4% active | HEK-TIYL cells, TEAD-Gal4/YAP UAS-luciferase luminescence; in the data active means inhibition above about 32%;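 further: 0% = median of test compound wells and 100% = reference inhibitor wells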
* marks the source's active call; other numbers are inactive results.

Start of the listing, in advance, three compounds:
For CCCN1C(=O)c2ccccc2CC1(C)C(=O)NC1CCCCC1 (stereo not drawn) the results were GPR151 activ 1.7, FBW7 act -0.1, MITF inh 0.8 and TEAD-YAP inh 5.1.
`O=C(Nc1ccc(NC(=S)NC(=O)c2ccco2)cc1)c1cccc(Cl)c1` gave GPR151 activ -1.1, FBW7 act -0.2, MITF inh -3.3 and TEAD-YAP inh 2.6.
`O=C(NCc1cccnc1)c1csc(N2CCN(c3ccccn3)CC2)n1` gave GPR151 activ 0.7, FBW7 act 0.0, MITF inh -3.6 and TEAD-YAP inh -2.2.

All compounds of this part, repeating the preview:
For CCCN1C(=O)c2ccccc2CC1(C)C(=O)NC1CCCCC1 (stereo not drawn) the results were GPR151 activ 1.7, FBW7 act -0.1, MITF inh 0.8 and TEAD-YAP inh 5.1.
`O=C(Nc1ccc(NC(=S)NC(=O)c2ccco2)cc1)c1cccc(Cl)c1` gave GPR151 activ -1.1, FBW7 act -0.2, MITF inh -3.3 and TEAD-YAP inh 2.6.
`O=C(NCc1cccnc1)c1csc(N2CCN(c3ccccn3)CC2)n1` gave GPR151 activ 0.7, FBW7 act 0.0, MITF inh -3.6 and TEAD-YAP inh -2.2.
`CC1CCN(Cc2nnnn2Cc2ccccc2)CC1` gave GPR151 activ -1.1, FBW7 act -0.1, MITF inh -10.8 and TEAD-YAP inh 4.0.
For CCOC(=O)c1sc2nc(SCc3cccc(Cl)c3)n(CCc3ccc(OC)c(OC)c3)c(=O)c2c1C the results were GPR151 activ 0.5, FBW7 act 0.0, MITF inh -8.3 and TEAD-YAP inh -6.4.
Screening Cc1cccc(NCn2c(=O)oc3cc(Cl)ccc32)c1 returned GPR151 activ -1.0, FBW7 act -0.1, MITF inh -4.1 and TEAD-YAP inh 0.7.
`COc1ccc(C(=O)Nc2cc(=O)n(C)c(=O)n2C)cc1` gave GPR151 activ 3.8, FBW7 act -0.3, MITF inh 2.3 and TEAD-YAP inh -4.1.
O=[N+]([O-])c1ccc(COc2ccc(/C=N/O)cc2Br)cc1 was read as GPR151 activ 1.6, FBW7 act -0.1, MITF inh -5.6 and TEAD-YAP inh -81.6.
For COc1ccc(-c2nnc(NC(=O)c3ccccc3OC)s2)cc1OC the results were GPR151 activ 0.1, FBW7 act 0.0, MITF inh -4.6 and TEAD-YAP inh -7.5.
Screening O=C(NNc1ccccc1)C(=O)n1ccc2ccccc21 returned GPR151 activ 1.5, FBW7 act 1.1, MITF inh 14.1 and TEAD-YAP inh -3.1.
Cn1c(NC(=O)c2ccco2)c(-c2cccs2)c(=O)c2ccccc21 was read as GPR151 activ 6.6*, FBW7 act -0.1, MITF inh 7.2 and TEAD-YAP inh 5.9.
For CCOc1ccc(NC(=O)CC(Cc2ccc(OC)cc2)C(=O)O)cc1 (stereo not drawn) the results were GPR151 activ 3.2, FBW7 act 0.1, MITF inh -4.9 and TEAD-YAP inh 3.5.
COCCNC(=O)c1n[nH]c(=O)c2ccccc12 was read as GPR151 activ -0.6, FBW7 act -0.1, MITF inh 0.4 and TEAD-YAP inh -0.5.
CC(C)(C)C(=O)Nc1sccc1C#N was read as GPR151 activ 1.2, FBW7 act 0.1, MITF inh 7.5 and TEAD-YAP inh 1.4.
Screening c1csc(CNc2ccc3ncc(-c4ccc(N5CCOCC5)cc4)n3n2)c1 returned GPR151 activ 1.5, FBW7 act 0.0, MITF inh 15.7 and TEAD-YAP inh -1.3.
`COC(=O)c1c(C)oc2ccc(N(C(=O)c3c(OC)cccc3OC)S(=O)(=O)c3ccc(Cl)cc3)cc12` gave GPR151 activ 0.9, FBW7 act 0.0, MITF inh 3.3 and TEAD-YAP inh 3.5.
CCOC(=O)C1=C(C)N=c2s/c(=C\c3ccc(OC(C)C)c(OCC)c3)c(=O)n2C1c1ccccc1OC(C)C (stereo not drawn) was read as GPR151 activ 0.2, FBW7 act 0.1, MITF inh 19.1 and TEAD-YAP inh 1.1.
Screening CC1(C(=O)NC2CCCCCC2)Cc2ccccc2C(=O)N1Cc1ccco1 (stereo not drawn) returned GPR151 activ 0.2, FBW7 act 0.0, MITF inh -3.8 and TEAD-YAP inh -11.5.
Screening O=C(Nc1ccccc1)N1CCCCC1c1cccnc1 (stereo not drawn) returned GPR151 activ -0.1, FBW7 act 0.0, MITF inh 3.7 and TEAD-YAP inh -5.6.
For CC(C)(O)C#Cc1ccc(C(=O)N2CCCC2C(=O)O)s1 (stereo not drawn) the results were GPR151 activ -1.0, FBW7 act 0.0, MITF inh 17.2 and TEAD-YAP inh -6.5.
`O=C1C2C3CCC(C3)C2C(=O)N1c1ccc(Br)cc1` (stereo not drawn) gave GPR151 activ 0.1, FBW7 act 0.1, MITF inh 9.7 and TEAD-YAP inh 4.7.
`CCOC(=O)c1ccc(CNC(=O)C(CCSC)NC(=O)c2ccccc2)o1` (stereo not drawn) gave GPR151 activ 0.4, FBW7 act -0.1, MITF inh 3.2 and TEAD-YAP inh 11.7.
For CC(C)(CC(=O)N1CCN(c2ccccc2F)CC1)CC1=NS(=O)(=O)c2ccccc2N1 the results were GPR151 activ -0.8, FBW7 act -0.3, MITF inh 11.5 and TEAD-YAP inh 11.5.
For CCCSc1nc2c(c(=O)[nH]c(=O)n2C)n1CC(O)Oc1cccc2ccccc12 (stereo not drawn) the results were GPR151 activ 6.2*, FBW7 act 0.1, MITF inh 11.2 and TEAD-YAP inh 9.8.

Three records drawn at random from the list so far:
`COC(=O)c1c(C)oc2ccc(N(C(=O)c3c(OC)cccc3OC)S(=O)(=O)c3ccc(Cl)cc3)cc12` gave GPR151 activ 0.9, FBW7 act 0.0, MITF inh 3.3 and TEAD-YAP inh 3.5.
For CCCSc1nc2c(c(=O)[nH]c(=O)n2C)n1CC(O)Oc1cccc2ccccc12 (stereo not drawn) the results were GPR151 activ 6.2*, FBW7 act 0.1, MITF inh 11.2 and TEAD-YAP inh 9.8.
CC(C)(C)C(=O)Nc1sccc1C#N was read as GPR151 activ 1.2, FBW7 act 0.1, MITF inh 7.5 and TEAD-YAP inh 1.4.

More entries
`COc1cc2c(cc1OC)n(CC(=O)Nc1c(C)cc(C)cc1C)n1c(C)cc(=O)nc21` gave GPR151 activ 0.3, FBW7 act -0.1, MITF inh -0.8 and TEAD-YAP inh -2.9.
Cc1ccc(-n2c(C)cc(C=C(C#N)C#N)c2C)cc1 was read as GPR151 activ -0.3, FBW7 act 0.0, MITF inh 14.8 and TEAD-YAP inh -14.5.
For Cc1ccc(CNS(=O)(=O)c2ccc(F)c(C(=O)Nc3cccc(F)c3)c2)cc1 the results were GPR151 activ 0.0, FBW7 act 0.0, MITF inh -10.2 and TEAD-YAP inh 2.3.
For CCOC(=O)N1CCN(c2nc(-c3cccc([N+](=O)[O-])c3)cs2)CC1 the results were GPR151 activ 2.3, FBW7 act -0.2, MITF inh -0.7 and TEAD-YAP inh -9.2.
COc1cccc(/C=C2/C=C(c3cc(C)ccc3C)OC2=O)c1OC was read as GPR151 activ -1.0, FBW7 act 0.7, MITF inh 11.0 and TEAD-YAP inh 7.0.
For CC(=O)c1ccc(N=Cc2cc([N+](=O)[O-])ccc2O)cc1 the results were GPR151 activ -0.9, FBW7 act -0.1, MITF inh -1.7 and TEAD-YAP inh -2.3.
`O=S(=O)(c1cccc2nonc12)N1CC=C(c2ccccc2)CC1` gave GPR151 activ 1.4, FBW7 act -0.2, MITF inh 3.0 and TEAD-YAP inh -0.9.
Screening Nc1ccc(C(=S)N2CCCCC2)cc1 returned GPR151 activ -0.7, FBW7 act -0.1, MITF inh 16.8 and TEAD-YAP inh -4.3.
For COc1ccc(NC(=O)Nc2ccc(N3CCOCC3)c3nonc23)c(OC)c1 the results were GPR151 activ 0.3, FBW7 act 0.4, MITF inh 12.6 and TEAD-YAP inh -10.3.
`COC(=O)c1cccc(N2C(=O)c3ccc(Oc4cccc(N)c4)cc3C2=O)c1` gave GPR151 activ 1.1, FBW7 act 0.1, MITF inh -1.7 and TEAD-YAP inh 9.7.
For O=C(O)c1cc(-[n+]2nc3nonc3[nH]2)ccc1[O-] the results were GPR151 activ 0.1, FBW7 act -0.8, MITF inh 7.8 and TEAD-YAP inh 1.5.
COc1cccc(NC(=O)C/C(C)=N/NC(=O)C(=O)NCCO)c1 was read as GPR151 activ 1.7, FBW7 act -0.1, MITF inh 0.2 and TEAD-YAP inh 2.0.
For CCN(CC)CCC(=O)N1N=C(c2c(-c3ccccc3)c3cc(Br)ccc3[nH]c2=O)CC1c1ccc(Br)cc1 (stereo not drawn) the results were GPR151 activ 1.0, FBW7 act 0.1, MITF inh 3.1 and TEAD-YAP inh 6.7.
Screening O=C(NC1CCCCC1)c1ccccc1NS(=O)(=O)c1ccc(Br)s1 returned GPR151 activ 1.1, FBW7 act 0.0, MITF inh 18.6 and TEAD-YAP inh 9.9.
O=C(c1ccccc1)N(NC1=NS(=O)(=O)c2ccccc21)S(=O)(=O)c1ccccc1 was read as GPR151 activ -1.1, FBW7 act -0.2, MITF inh -4.4 and TEAD-YAP inh -1.2.
`COc1cc(OC)c(CN2CCOc3ccc(C(O)c4cccnc4)cc3C2)c(OC)c1` (stereo not drawn) gave GPR151 activ -0.4, FBW7 act -0.2, MITF inh 4.5 and TEAD-YAP inh 5.0.
CC1=CC2(C)CC1C1C(=O)C=CC(=O)C12 (stereo not drawn) was read as GPR151 activ 0.6, FBW7 act -0.4, MITF inh 0.8 and TEAD-YAP inh 7.2.
For Cc1ccc(C(=O)NCC(=O)OCC(=O)Nc2sc3c(c2C(N)=O)CCC3)cc1C the results were GPR151 activ -2.6, FBW7 act -0.1, MITF inh 3.0 and TEAD-YAP inh -5.4.
CN1C(=O)c2ccc(NC(=S)NC(=O)c3cccc4ccccc34)cc2C1=O was read as GPR151 activ -1.1, FBW7 act 0.1, MITF inh 18.2 and TEAD-YAP inh 3.1.
O=C(Nc1cccc([N+](=O)[O-])c1)Nc1ccc2c(c1)CCC2 was read as GPR151 activ -0.3, FBW7 act 0.5, MITF inh 10.9 and TEAD-YAP inh -52.0.
`O=C(NN=C1CCCCCC1)NC1CCCCC1` gave GPR151 activ -1.9, FBW7 act -0.1, MITF inh -2.9 and TEAD-YAP inh -3.0.
For C/C(=N\NC(=O)C1CC1(c1ccccc1)c1ccccc1)C(C)C (stereo not drawn) the results were GPR151 activ 0.5, FBW7 act 0.2, MITF inh -4.0 and TEAD-YAP inh 1.4.
`O=C(Nc1cccc(Cl)c1N1CCOCC1)c1ccc([N+](=O)[O-])cc1Cl` gave GPR151 activ 0.6, FBW7 act 0.2, MITF inh -1.1 and TEAD-YAP inh 14.2.
`Cc1ccc(C)c(NS(=O)(=O)c2ccc3c(c2)C(=NO)c2cc(S(=O)(=O)Nc4cc(C)ccc4C)ccc2-3)c1` gave GPR151 activ 1.6, FBW7 act 0.0, MITF inh -0.8 and TEAD-YAP inh -13.8.
For CC(C)(C)C(=O)CC(O)(c1ccccc1)C(F)(F)F (stereo not drawn) the results were GPR151 activ 0.3, FBW7 act 0.9, MITF inh -4.5 and TEAD-YAP inh -76.2.
COC(=O)c1c(C)oc2ccc(N(C(=O)c3ccc([N+](=O)[O-])cc3)S(=O)(=O)c3ccccc3)cc12 was read as GPR151 activ 1.3, FBW7 act -0.2, MITF inh 6.8 and TEAD-YAP inh 15.4.
For COc1ccc(N(CC(=O)NCc2ccccc2)S(=O)(=O)c2ccc(C)c([N+](=O)[O-])c2)cc1 the results were GPR151 activ 1.4, FBW7 act 0.7, MITF inh 5.4 and TEAD-YAP inh 8.1.
For CC(C)Oc1ccc(C2C3=C(CC(C)(C)CC3=O)Nc3ccccc3N2C(=O)C(F)(F)F)cc1 (stereo not drawn) the results were GPR151 activ -0.4, FBW7 act 0.1, MITF inh -2.2 and TEAD-YAP inh 1.0.
`Cc1cccc(NC(=O)c2ccc(N3C(=O)c4ccccc4C3=O)cc2)c1C` gave GPR151 activ -0.4, FBW7 act 0.5, MITF inh 20.8 and TEAD-YAP inh -8.4.
Screening O=c1c2nccnc2n(Cc2cccc(F)c2)c(=O)n1Cc1ccc(F)cc1 returned GPR151 activ 0.8, FBW7 act -0.3, MITF inh -8.1 and TEAD-YAP inh -12.8.
O=C(O)C1C2C=CC(C2)C1C(=O)N1CCCCC1 (stereo not drawn) was read as GPR151 activ 3.9, FBW7 act 0.4, MITF inh 30.5 and TEAD-YAP inh 4.1.
Screening CCCCOc1cccc(C(=O)Nc2ccc(-c3nc4ccccc4s3)c(O)c2)c1 returned GPR151 activ -0.1, FBW7 act -0.1, MITF inh -1.6 and TEAD-YAP inh 1.4.
Screening C=CCNCc1cc(OC)c(OC)cc1Cl returned GPR151 activ -2.2, FBW7 act -0.1, MITF inh -2.3 and TEAD-YAP inh 4.2.
COCCCNC(=O)C(C)N(c1ccccc1)S(C)(=O)=O (stereo not drawn) was read as GPR151 activ 1.4, FBW7 act -0.2, MITF inh -6.2 and TEAD-YAP inh -6.3.
For O=C(N=C1N=C2C=CC=CN2Cc2ccccc21)C(c1ccccc1)c1ccccc1 the results were GPR151 activ -5.1, FBW7 act 0.1, MITF inh -7.1 and TEAD-YAP inh -46.4.
O=C(COc1ccc(Cl)cc1)NCCCNC(=O)COc1ccc(Cl)cc1 was read as GPR151 activ 2.3, FBW7 act -0.1, MITF inh 9.2 and TEAD-YAP inh 5.6.
Screening O=C(CCc1nc(-c2ccccc2)no1)NCC1CCCO1 (stereo not drawn) returned GPR151 activ -0.8, FBW7 act -0.2, MITF inh -7.9 and TEAD-YAP inh 8.2.
For COc1ccc(-c2c(C)nn3c(N4CCNCC4)cc(C)nc23)cc1 the results were GPR151 activ 2.3, FBW7 act 0.1, MITF inh 1.7 and TEAD-YAP inh 17.9.
Screening O=C(NCc1ccccc1)c1cncc(Nc2ccccn2)c1 returned GPR151 activ -0.3, FBW7 act 0.1, MITF inh 12.0 and TEAD-YAP inh -0.5.

Compound activity from PubChem.

Rows are unselected; 3.5% or so of the library scored in one or more.
